Screening data from PubChem.
CSN deneddyl inh = inhibitors of human CSN-mediated cullin deneddylation; Q92905; Purified CSN, SCF-Nedd8-OG deneddylation, fluorescence polarization; inhibition, % at 12.5 µM; hit rate 0.38% among 360,000;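 active means pattern-corrected inhibition above about 35%, with an unprinted fluorescence ratio check between 0.5 and 1.5, limit read from the data, passing the limit was not always enough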;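 further: 0% = enzyme with substrate and 100% = substrate without enzyme; some results filed as inactive read as strong as hits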
Target sequence (Q92905 whole entry, looked up, one chain of several): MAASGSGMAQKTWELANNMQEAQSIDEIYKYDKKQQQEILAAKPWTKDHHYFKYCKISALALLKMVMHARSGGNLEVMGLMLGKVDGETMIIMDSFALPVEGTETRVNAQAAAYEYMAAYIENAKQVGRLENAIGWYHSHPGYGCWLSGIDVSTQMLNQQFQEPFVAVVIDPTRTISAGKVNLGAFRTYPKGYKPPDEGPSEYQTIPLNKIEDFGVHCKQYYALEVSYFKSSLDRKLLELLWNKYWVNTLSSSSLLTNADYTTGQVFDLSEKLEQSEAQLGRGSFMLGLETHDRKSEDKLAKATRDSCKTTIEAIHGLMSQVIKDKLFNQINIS
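Assay system: Purified human Csn5 enzyme expressed in HEK293T cells | Amount: Enzyme 0.24 nM | Measured by: Fluorescence polarization readout | Medium: Tris/NaCl/DTT buffer, pH 7.5 | Compound dosing: One concentration, 12.5 µM, 0.25% DMSO | Times: 90 min incubation of compound, enzyme and substrate at room temperature | Control set: no-enzyme wells high, enzyme-with-substrate wells low | Read-out: % inhibition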
SKN-1 inh = C. elegans SKN-1 inhibition; C. elegans VP596 Pgst-4::GFP/RFP ratio, acrylamide-induced, 24 h; inhibition, % at 21.8 µM; hit rate 0.49% among 360,000; AID 624304;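 active means interference check ratio from 0.5 to 1.5 plus GFP to RFP signal ratio inhibition reaching or exceeding a fixed threshold, cut at about 30% in these data, passing the limit was not always enough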; further: some compounds called inactive have numbers as strong as hits
MLLE-PAM2 inh = blocks PAM2 peptide binding to the PABP1 MLLE domain; AID 588489; inhibition, % at 20 µM; hit rate 0.36% among 360,000; P11940; GST-MLLE / FITC-PAM2 fluorescence polarization; in the data active means inhibition above about 35%, passing the limit was not always enough;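 further: plate controls were DMSO wells with GST-MLLE for no effect and wells lacking GST-MLLE protein for full effect; some results filed as inactive read as strong as hits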
Rpn11 inh = inhibitors of human proteasome Rpn11. human 26S proteasome, Ub4-pepOG fluorescence polarization; 20S core pre-blocked with epoxomicin. calls only at 20 µM. hit rate 0.59% among 360,000;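 active means inhibition at 20 µM, scaled to each plate's controls, above about 33%, limit read from the data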
Target sequence (O00487 whole entry, looked up): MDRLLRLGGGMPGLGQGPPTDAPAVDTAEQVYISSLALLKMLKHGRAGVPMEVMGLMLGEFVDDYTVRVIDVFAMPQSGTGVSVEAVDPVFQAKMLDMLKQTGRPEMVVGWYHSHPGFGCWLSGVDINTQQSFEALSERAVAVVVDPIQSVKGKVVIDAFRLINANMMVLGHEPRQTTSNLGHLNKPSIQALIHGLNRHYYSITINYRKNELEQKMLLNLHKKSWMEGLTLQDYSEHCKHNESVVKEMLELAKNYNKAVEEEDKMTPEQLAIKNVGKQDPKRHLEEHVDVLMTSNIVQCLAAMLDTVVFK
Neddyl block = cullin neddylation inhibition; hit rate 0.58% among 360,000; calls only at 25 µM; P61081+Q13564; TR-FRET cullin neddylation, biochemical; in the data active means inhibition above about 36%
Rin1-Abl PPI inh = human Rin1-Abl interaction inhibition; P00519+Q13671; TR-FRET Rin1/Abl binding, biochemical; inhibition, % at 7.35 µM; hit rate 0.4% among 360,000; AID 588664; in the data active means inhibition above about 5%, passing the limit was not always enough
MT1-MMP act inh = inhibitors of human MT1-MMP activation; P50281; HT1080 RFP-PRO-GFP cells, GFP/RFP ratio fluorescence, overnight; percent of plate control window, DMSO zero; GFP/RFP ratio change, % at 20 µM; hit rate 0.061% among 360,000; AID 651647;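 active means GFP/RFP ratio change of at least 30% with cell ATP level not reduced by more than half and red fluorescence within 50% of control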; further: strong numbers were not always called active
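Assay system: HT1080 cells carrying an RFP-PRO-GFP reporter | Dosing: Single dose of 20 µM compound, 1% DMSO final | Incubation: Cells overnight before dosing, compound overnight, 37 °C, 5% CO2 | Evaluation: GFP/RFP fluorescence ratio | Control set: DMSO and RFP-L50D-GFP cell wells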
FAS-TE inh = blocks the thioesterase domain of human fatty acid synthase; recombinant FAS-TE, OMFH fluorogenic substrate, fluorescence endpoint; inhibition, % at 15 µM; hit rate 0.67% among 360,000;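 active means compounds whose normalised, plate-corrected inhibition of enzyme fluorescence in the single-dose primary screen is 50% or more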;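 further: 0% = DMSO with enzyme and 100% = substrate without enzyme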
NadD inh = NadD (S. aureus) enzyme inhibition | AID 602399 | inhibition, % at 20 µM | hit rate 0.78% among 360,000 | purified NadD enzyme, colorimetric absorbance read-out; in the data active means inhibition above about 26%; further: some compounds past the cut are filed as inactive
Starred values were filed as active, the others as inactive; i = inactive; · = no result given; + = active, no number.

SMILES	CSN deneddyl inh	SKN-1 inh	MLLE-PAM2 inh	Rpn11 inh	Neddyl block	Rin1-Abl PPI inh	MT1-MMP act inh	FAS-TE inh	NadD inh
CCOc1ccc(N(CC)C(=O)c2cn(CC)c(=O)c3cc(OC)c(OC)cc23)cc1	4	-4	20	i	i	-2	-1	-2	-4
COc1ccc(CNCc2cc3c(cc2[N+](=O)[O-])OCO3)cc1	-3	2	6	i	i	-1	-6	-1	-5
CN(CCNC(=O)CN1CCN(Cc2ccccc2Cl)C1=O)Cc1ccccc1	1	11	2	i	i	3	0	-6	0
Cn1ccnc1Sc1cc(NCCCO)c([N+](=O)[O-])c2nonc12	2	-7	17	i	i	-4	6	40	-6
CCCCCC(=O)N1C[C@@H](O)[C@H](n2cc(-c3ccc(F)cc3)nn2)C[C@@H]1c1ccccc1	2	2	10	i	i	-2	1	8	5
O=S(=O)(c1ccc(OCc2nc3ccccc3s2)c(Cl)c1)N1CCOCC1	6	8	-2	i	i	-4	3	10	-4
CCCCN1CCC(CN2C(=O)C(=O)NC[C@@H]2Cc2ccccc2)CC1	-1	18	-2	i	i	0	1	-11	-5
CC(Sc1nnc(-c2ccccc2F)n1C)C(=O)NC1CCCCC1 (stereo not drawn)	-2	-8	-3	i	i	3	1	-6	-7
C[C@@H]1CN([C@H](C)CO)C(=O)CCCn2cc(nn2)CO[C@H]1CN(C)C(=O)C1CC1	2	2	1	i	i	3	1	-7	-7
O=C(Nc1ccccc1)P(=O)(O)c1ccccc1	1	12	10	i	i	7	3	-6	3
Cc1cc(C)cc(OCC(=O)NNC(=O)c2ccccn2)c1	-1	12	12	i	i	4	6	-4	1
Cc1ccc(-n2nc3c(c2NC(=O)/C=C\c2ccc4c(c2)OCO4)CSC3)cc1	6	3	11	i	i	-1	-8	6	41*
COc1ccc(/C=C(/NC(=O)c2ccccc2)C(=O)NCCCn2ccnc2)cc1OC	0	10	6	i	i	-1	3	-9	0
CCCN(Cc1ccccc1)C(=S)Nc1cccc(C(F)(F)F)c1	-5	-7	-77	i	i	0	0	43	-6
N#Cc1c(N)c(C#N)c(-c2ccc3c(c2)OCO3)c2c1CCCC2	-4	-1	4	i	i	2	-3	37	-6
Cc1cc(=O)oc2c3c(cc(OCC(=O)NCC(=O)N[C@H](C(=O)O)C(C)C)c12)OC(C)(C)CC3	2	-13	-6	i	·	2	-2	-4	1
Cc1n[nH]c(C)c1S(=O)(=O)N1CCCC(C(=O)NC2CCCCC2)C1 (stereo not drawn)	0	-2	9	i	i	-3	0	0	6
Cc1ccc(C(=O)Nc2nnc(S(=O)(=O)N3CCCCCC3)s2)cc1	7	-14	-19	i	i	0	11	0	3
COc1ccc(S(=O)(=O)N(C)CC(=O)N2CCCCC2)cc1Cl	20	1	-5	i	i	-1	-2	-2	-1
CCc1nnc(NC(=O)CCC(=O)N2CCN(Cc3cc(Cl)ccc3OC)CC2)s1	-5	-9	1	i	i	-1	12	-3	-2
O=C1CSC(c2ccc([N+](=O)[O-])cc2)N1C1CCCCC1 (stereo not drawn)	1	9	-1	i	i	1	-5	6	-7
O=C(Cc1ccccc1)N1CCc2ccccc21	4	13	6	i	i	5	-2	-4	-5
COc1ccc2[nH]c(=O)c(CN(CCO)S(=O)(=O)c3ccc4c(c3)OCCO4)cc2c1	-3	0	14	i	·	-5	2	-10	-4
COc1ccc(OC)c(CC(NC(C)=O)C(=O)NC2CCN(c3nc(OC)nc(OC)n3)CC2)c1 (stereo not drawn)	6	-2	-17	i	i	3	0	-6	0
COc1ccc(-c2cc3nc(NCCCN(C)C)n(C)c(=O)c3s2)cc1OC	0	-7	1	i	i	-8	6	-9	7
O=C(NCCO)c1cccc(-c2cccc3nncn23)c1	1	7	-4	i	·	-1	4	-9	4
Cc1cn([C@H](C(=O)NCCCCCCCCCCC(=O)N2CCN(C(=O)OC(C)(C)C)CC2)[C@@H](C)O)nn1	-4	3	3	i	i	6	2	-14	1
O=C(CCNS(=O)(=O)c1ccccc1)OCC(=O)c1ccc(F)cc1	2	16	14	i	i	6	1	-2	-4
CC(C(=O)Nc1ccc(O)cc1)c1cccc(C(=O)c2ccccc2)c1 (stereo not drawn)	-17	-2	-19	i	i	1	3	1	-8
O=C(NCc1ccco1)c1ccc2c(c1)C(=O)N(C1CCCCC1)C2=O	2	3	2	i	i	1	0	8	-1
O=C(CN1C(=O)NC2(CCCC2)C1=O)Nc1ccc(Cl)cc1F	-3	7	-12	i	i	1	-1	0	-5
CCn1c2ccccc2c2cc(NC(=O)CC(C)=O)ccc21	-3	5	3	i	i	-1	-2	-5	-5
C1=C(c2ccccc2)Nc2ncnn2C1c1ccccc1 (stereo not drawn)	-6	17	6	i	·	2	-9	-3	-3
CCOC(=O)c1cc(OC)c2cccc(CN3CCC(C)(C(=O)NCCOC)C3)c2c1 (stereo not drawn)	-11	13	106	i	+	-3	-12	-3	-1
CCOC(=O)c1c(NC(=O)C2C3C=CC(C3)C2C(=O)O)sc2c1CC(C)(C)OC2 (stereo not drawn)	0	5	5	i	i	-1	-1	-6	-5
O=C1NC[C@H](Cc2ccccc2)N(C[C@H]2CCCN2C[C@H](Cc2ccccc2)N2C[C@H](Cc3ccccc3)N(CC3CCCCCC3)C(=O)C2=O)C1=O	3	3	-9	i	i	-1	-2	24	22
C#CCn1cc2c(c1-c1ccccc1)c(=O)n(C)c(=O)n2C	5	-13	-1	i	i	-4	7	-7	1
CCCS(=O)(=O)c1nc(S(=O)(=O)c2ccc(C)cc2)c(N2CCC(C)CC2)s1	0	10	-19	i	i	2	-3	20	-10
Cc1ccccc1CN1CCN(C(=O)c2ccc(F)cc2)CC1	0	24	-9	i	i	-1	-3	-6	1
COc1cccc(CNc2nc(SC)ncc2CO)c1	2	-10	6	i	i	3	1	-3	-8
NC(=O)C1CCN(C(=O)c2cccc(S(=O)(=O)N3CCCC3)c2)CC1	2	22	-9	i	i	-1	1	-6	1
CN(Cc1ccc(Cl)cc1Cl)C(=O)CCNC(=O)c1ccco1	3	-1	4	i	i	-2	-1	-5	-5
CC(=O)Nc1ccc(OCC(O)CN2CCN(c3cccc(Cl)c3)CC2)cc1 (stereo not drawn)	-3	-1	3	i	i	2	19	-3	-3
Cc1ccc(SCC(=O)OCC(=O)N(CCC#N)c2ccccc2)cc1C	-3	18	-15	i	i	-2	-1	5	0
CC(=O)N1CCN=C1SCc1ccc(C)cc1	2	-20	-8	i	i	5	-3	-1	1

Some of these compounds in order of their number in MT1-MMP act inh, high to low.
SMILES	CSN deneddyl inh	SKN-1 inh	MLLE-PAM2 inh	Rpn11 inh	Neddyl block	Rin1-Abl PPI inh	MT1-MMP act inh	NadD inh
Cn1ccnc1Sc1cc(NCCCO)c([N+](=O)[O-])c2nonc12	2	-7	17	i	i	-4	6	-6
NC(=O)C1CCN(C(=O)c2cccc(S(=O)(=O)N3CCCC3)c2)CC1	2	22	-9	i	i	-1	1	1
O=C1NC[C@H](Cc2ccccc2)N(C[C@H]2CCCN2C[C@H](Cc2ccccc2)N2C[C@H](Cc3ccccc3)N(CC3CCCCCC3)C(=O)C2=O)C1=O	3	3	-9	i	i	-1	-2	22

Neddyl block: what is marked active above
smiles | CSN deneddyl inh | SKN-1 inh | MLLE-PAM2 inh | Rpn11 inh | Neddyl block | Rin1-Abl PPI inh | MT1-MMP act inh | NadD inh
CCOC(=O)c1cc(OC)c2cccc(CN3CCC(C)(C(=O)NCCOC)C3)c2c1 (stereo not drawn) | -11 | 13 | 106 | i | + | -3 | -12 | -1

(listing goes on)
SMILES	CSN deneddyl inh	SKN-1 inh	MLLE-PAM2 inh	Rpn11 inh	Neddyl block	Rin1-Abl PPI inh	MT1-MMP act inh	FAS-TE inh	NadD inh
O=C(N/N=C/c1ccccc1)c1c(O)c2ccccc2[nH]c1=O	2	12	1	i	i	-3	-14	-6	8
O=C(Nc1nnc([C@H]2C[C@H](O)[C@@H](CO)O2)s1)Nc1cccc(Cl)c1Cl	1	-3	-3	i	i	-2	2	-5	-2
CN(C)c1ccc(NC(=O)c2ccc(COc3cccc(Cl)c3)o2)cc1	3	-14	-5	i	i	1	0	20	-5
CCN1CCN(S(=O)(=O)c2cc(C)c(OC)cc2C)CC1	-5	2	6	i	i	-2	0	-5	-8
O=C(C[n+]1ccccc1)Nc1ccccc1	1	-11	3	i	i	-4	0	-6	-4
O=S(=O)(Cc1cc(NCc2ccccc2)nc(-c2ccncc2)n1)c1ccccc1	-4	4	0	i	i	-1	3	-3	3
Oc1ccc(C[C@@H]2CNCCN2CC2(c3ccccc3)CC2)cc1	4	7	7	i	i	1	1	-8	-7
COc1ccc([N+](=O)[O-])cc1/C=N/NC(=O)/C(=C\c1cccs1)NC(=O)c1ccccc1	3	0	-3	i	i	-1	-2	79*	12
c1ccc2c(c1)oc1c(-c3ccc4nccn4c3)cccc12	-2	7	-81	i	i	1	2	2	19
O=C(CN1CCOC1=O)N1CCCC(Nc2ccc(F)c(F)c2)C1 (stereo not drawn)	-2	-1	12	i	i	2	-2	-11	-3
COCc1nnc(NC(C)=O)s1	2	6	3	i	i	-1	-14	-1	0
Cn1c(=O)[nH]c(=O)c2c1nc(N1CCN(c3ccccc3)CC1)n2CCSc1ncccn1	6	-7	-4	i	i	2	9	-5	-2
CCOC(=O)c1[nH]ncc1CN1CCN(Cc2ccc(C)cc2)C(CCO)C1 (stereo not drawn)	-12	3	6	i	i	3	9	-2	-1
CC(NC(=O)c1ccc2c(c1)OCCO2)C(=O)O (stereo not drawn)	-1	1	6	i	i	2	2	-6	-1
N#Cc1nc(Cc2ccccc2)oc1N1CCC(Cc2ccccc2)CC1	-2	-8	0	i	i	2	-4	29	2
CCN(Cc1ccccc1)C(=O)COC(=O)c1cnc(C)cn1	2	7	1	i	i	1	2	-5	2
CCNC(=S)Nc1ccc(N2CCCCC2)cc1	15	12	-2	i	i	2	7	-7	6
CC(C)CC1NC(=O)N(CC(=O)Nc2ccc3c(c2)CCC3)C1=O (stereo not drawn)	-6	4	13	i	i	2	-8	-1	-5
O=C(NCc1ccc(Cl)cc1)c1cccc2c1C(=O)N(CC1CCCO1)C2 (stereo not drawn)	0	-4	-5	i	i	4	2	9	-2
C[C@H](CO)N1C[C@H](C)[C@@H](CN(C)S(=O)(=O)c2ccc(Oc3ccccc3)cc2)OCc2cn(nn2)CCCC1=O	-2	1	-10	i	i	-1	-2	-3	0
O=S(=O)(c1ccc(SCCO)nc1)N1CCCC1	4	-1	6	i	i	0	2	-5	-6
COc1ccc(N(CC(=O)NCc2ccc(C)cc2)S(=O)(=O)c2c(C)nn(C)c2C)cc1	-1	14	-9	i	i	1	7	-7	-2
O=C(Nc1ccnn1C1CCN(C/C=C/c2ccccc2)CC1)C1CCCC1	2	-2	-1	i	i	0	-2	-5	0
COc1ccc(OC)c(CNc2ccc3c(c2)nc(C)n3C)c1	-1	9	3	i	i	-2	2	-2	3
CC1=CC(=O)C=C(C)C1=NOC(=O)/C=C\c1ccccc1	9	-6	14	i	i	2	-1	-10	3
Nc1ccccc1SCC(O)Cn1ccc2ccccc21 (stereo not drawn)	-2	-4	4	i	i	1	5	-1	-1
CCCn1cnc2c(=S)nc(N)[nH]c21	-6	-4	6	i	i	-3	12	-3	1
COc1cc(OC)c(NC2=NCCCCC2)cc1Cl	5	-2	-13	i	i	-2	0	-9	6
CCOC(=O)[C@H]1[C@H]2COc3ccc(OC)cc3[C@@H]2N2C(=O)CN(Cc3ccc(C)cc3)C(=O)[C@@]12C	-3	20	9	i	i	1	-14	-5	-5
